bIAP inh: blocks bovine intestinal alkaline phosphatase activity; 190,000 tested, under 10 active; purified bovine IAP, CDP-star luminescence, 30 min; inhibition, % at 20 µM;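 active = over 50% inhibition of intestinal alkaline phosphatase at 20 µM in the single-dose screen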
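System: Purified bovine intestinal alkaline phosphatase (IAP) enzyme | Input: IAP diluted 1/65,000,000 in the well | Also added: CDP-star chemiluminescent phosphatase substrate, 30 µM final | Dosing: 20 µM single dose | Times: Enzyme reaction for 30 min at room temperature | Detection: Luminescence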
TNAP act hi DEA: TNAP (human) activation, high acceptor. P05186. purified TNAP, CDP-star luminescence, 1 M DEA, 30 min; stronger effect = higher value; 0 = EDTA background, 1 = DMSO-only activity. activation factor at 20 µM. 200,000 tested, under 10 active. AID 1136;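 active = activation factor at least 2 at 20 µM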
Target sequence (P05186 whole entry, looked up): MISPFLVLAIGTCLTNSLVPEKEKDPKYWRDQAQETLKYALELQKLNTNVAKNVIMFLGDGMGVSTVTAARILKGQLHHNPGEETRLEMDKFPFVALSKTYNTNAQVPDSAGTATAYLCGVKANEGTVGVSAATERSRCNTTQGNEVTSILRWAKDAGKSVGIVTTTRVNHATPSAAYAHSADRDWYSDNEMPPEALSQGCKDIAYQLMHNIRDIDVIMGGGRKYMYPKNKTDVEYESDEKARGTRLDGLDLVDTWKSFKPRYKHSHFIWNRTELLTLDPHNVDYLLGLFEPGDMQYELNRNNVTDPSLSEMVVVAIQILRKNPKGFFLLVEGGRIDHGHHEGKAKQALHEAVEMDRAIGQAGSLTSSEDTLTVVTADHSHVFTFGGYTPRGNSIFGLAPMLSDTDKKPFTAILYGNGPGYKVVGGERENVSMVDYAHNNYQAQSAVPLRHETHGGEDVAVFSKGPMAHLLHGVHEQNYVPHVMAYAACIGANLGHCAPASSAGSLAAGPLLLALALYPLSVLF
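Measured by: Luminescent substrate turnover signal | Test system: Human TNAP | Input: TNAP 1/800 final | Dosing: 20 µM single point | Schedule: 30 min, room temperature | Controls: EDTA wells as negative control, DMSO wells as positive control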
bIAP act: increases bovine intestinal alkaline phosphatase activity; purified bovine IAP, CDP-star luminescence, 30 min; stronger effect = higher value; fold of DMSO-control signal, blank-subtracted; 200,000 compounds, 0.17% hits; activation factor at 20 µM;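 active = activation factor of 2 or more at 20 µM, a signal rise over negative controls twice the positive control's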
Efa HMGR inh: inhibitors of class II HMG-CoA reductase from Enterococcus faecalis | 190,000 compounds, 0.41% hits | inhibition, % at 10 µM | purified E. faecalis HMGR, NADPH absorbance 340 nm kinetic;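 active = inhibition above a set limit, the median over all tested compounds plus 3 SD, cut at about 9.5% in these data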;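 note: enzyme runs in reverse so mevalonate oxidation gives rising NADPH absorbance; 0% = complete reaction with DMSO and 100% = background rate lacking mevalonate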
PPARg SRC-3 ag: PPARgamma-driven SRC-3 recruitment agonism | P37231 | biochemical PPARgamma/SRC-3 coactivator recruitment assay | activation, % at 8 µM | 200,000 compounds, 0.26% hits | AID 731; in the data active = activation above about 23%;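 note: 0% = DMSO and 100% = reference agonist; some compounds past the cut are filed as inactive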
Target sequence (P37231 whole entry, looked up): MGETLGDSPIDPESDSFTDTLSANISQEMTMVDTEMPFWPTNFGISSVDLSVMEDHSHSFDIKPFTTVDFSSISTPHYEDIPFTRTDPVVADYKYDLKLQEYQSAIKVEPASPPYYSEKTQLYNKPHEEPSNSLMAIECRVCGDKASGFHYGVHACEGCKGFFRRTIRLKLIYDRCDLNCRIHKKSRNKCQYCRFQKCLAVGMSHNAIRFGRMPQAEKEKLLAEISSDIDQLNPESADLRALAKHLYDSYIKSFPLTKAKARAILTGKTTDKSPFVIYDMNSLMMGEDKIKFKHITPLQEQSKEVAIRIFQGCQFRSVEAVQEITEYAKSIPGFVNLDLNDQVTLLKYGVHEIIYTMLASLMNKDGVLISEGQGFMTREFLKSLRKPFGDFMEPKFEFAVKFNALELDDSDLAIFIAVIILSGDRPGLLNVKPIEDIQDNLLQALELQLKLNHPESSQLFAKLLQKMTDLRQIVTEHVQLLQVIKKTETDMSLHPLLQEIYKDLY
TNAP inh noacc: inhibitors of human TNAP without phosphate acceptor; 200,000 compounds, 0.26% hits; AID 1012; P05186; inhibition, % at 20 µM; purified TNAP, CDP-star luminescence, 30 min;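 active = tissue-nonspecific alkaline phosphatase inhibition above about 50% at 20 µM in the single-dose screen, limit read from the data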;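 note: 0% = DMSO negative control and 100% = EDTA positive control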
PPARg SRC-1 ag: PPARgamma-driven SRC-1 recruitment agonism. P37231. PPARgamma-SRC-1 coactivator recruitment biochemical assay. activation, % at 8 µM. 200,000 compounds, 0.41% hits; in the data active = activation above about 19%;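 note: 0% = DMSO and 100% = reference agonist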
PPARg SRC2 recr: PPARgamma-driven SRC-2 recruitment agonism. AID 1032. 200,000 compounds, 0.34% hits. activation, % at 8 µM. PPARgamma LBD-SRC-2 recruitment, biochemical. P37231; in the data active = activation above about 22%;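 note: 0% = vehicle and 100% = reference agonist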
SRC2 TRFRET art: TR-FRET artefact, counter-screen to PPARgamma/SRC-2 agonist assay; stronger effect = higher value; TR-FRET ratio at 8 µM; 200,000 compounds, 0.4% hits; AID 1049; in the data active = TR-FRET ratio above about 2000; note: inactives centre near 1500
TNAP inh hi DEA: blocks human TNAP under high phosphate acceptor concentration | purified TNAP, CDP-star luminescence, 1 M DEA | P05186 | AID 1135 | 200,000 compounds, 0.03% hits | inhibition, % at 20 µM;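 active = over 50% inhibition of tissue-nonspecific alkaline phosphatase at 20 µM in the single-dose screen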;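 note: plate controls were DMSO wells for no effect and EDTA-quenched wells as full inhibition for full effect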
The depositor's hits bear a star. An unsorted share of the library. About 1.6% of those tested had a hit in this group.

Results for COc1ccc(-n2c(C)cc(/C=C3/SC(=O)N(CC(=O)N4CCOCC4)C3=O)c2C)cc1 ?
bIAP inh: 20; TNAP act hi DEA: 1; bIAP act: 0.8; Efa HMGR inh: -1; PPARg SRC-3 ag: 0; TNAP inh noacc: -14; PPARg SRC-1 ag: -4; PPARg SRC2 recr: 0; SRC2 TRFRET art: 1652; TNAP inh hi DEA: 0

Results for COc1ccc(C(=O)Oc2ccc(/C=N/NC(=O)c3ccccc3OC)cc2[N+](=O)[O-])cc1 ?
bIAP inh: 16; TNAP act hi DEA: 0.9; bIAP act: 0.8; Efa HMGR inh: -7; PPARg SRC-3 ag: -1; TNAP inh noacc: -13; PPARg SRC-1 ag: 6; PPARg SRC2 recr: 5; SRC2 TRFRET art: 1561; TNAP inh hi DEA: 7

Results for O=C1CNC(=O)/C1=C\c1ccc(O)cc1 ?
bIAP inh: 5; TNAP act hi DEA: 0.8; bIAP act: 0.9; Efa HMGR inh: 0; PPARg SRC-3 ag: 0; TNAP inh noacc: 32; PPARg SRC-1 ag: 3; PPARg SRC2 recr: 2; SRC2 TRFRET art: 1543; TNAP inh hi DEA: 20

What do the screens show for `Cc1noc(NS(=O)(=O)c2ccc(NC(=O)COc3ccc(Cl)cc3Cl)cc2)c1C`?
bIAP inh: 2; TNAP act hi DEA: 1.1; bIAP act: 1; Efa HMGR inh: -3; PPARg SRC-3 ag: 0; TNAP inh noacc: -8; PPARg SRC-1 ag: 1; PPARg SRC2 recr: -1; SRC2 TRFRET art: 1554; TNAP inh hi DEA: -9

What do the screens show for `CCc1c(C)sc(NC(=S)Nc2nc(C)cc(C)n2)c1C(=O)OC`?
bIAP inh: 2; TNAP act hi DEA: 1; bIAP act: 1; Efa HMGR inh: -8; PPARg SRC-3 ag: 1; TNAP inh noacc: -8; PPARg SRC-1 ag: 1; PPARg SRC2 recr: 9; SRC2 TRFRET art: 1522; TNAP inh hi DEA: -5

What do the screens show for `CC(C)CNC(=O)COC(=O)CCC(=O)c1ccc(Cl)cc1`?
bIAP inh: -2; TNAP act hi DEA: 1; bIAP act: 1; Efa HMGR inh: -1; PPARg SRC-3 ag: 4; TNAP inh noacc: -6; PPARg SRC-1 ag: 2; PPARg SRC2 recr: 1; SRC2 TRFRET art: 1676; TNAP inh hi DEA: -1

How did O=C(NC1CCCCC1)C(c1ccc(F)cc1)N(Cc1ccco1)C(=O)Cn1nnc2ccccc21 (centres undefined) do in these assays?
bIAP inh: 10; TNAP act hi DEA: 1; bIAP act: 0.9; Efa HMGR inh: -3; PPARg SRC-3 ag: 4; TNAP inh noacc: -16; PPARg SRC-1 ag: 7; PPARg SRC2 recr: 3; SRC2 TRFRET art: 1520; TNAP inh hi DEA: -4

What do the screens show for `O=C(Oc1ccc2ccccc2c1Cl)N1CCCC1`?
bIAP inh: 10; TNAP act hi DEA: 1; bIAP act: 0.9; Efa HMGR inh: -1; PPARg SRC-3 ag: 3; TNAP inh noacc: -7; PPARg SRC-1 ag: 10; PPARg SRC2 recr: 11; SRC2 TRFRET art: 1745; TNAP inh hi DEA: -1

Results for O=C(CN(Cc1ccccc1)S(=O)(=O)c1ccccc1)N/N=C/c1ccc2c(c1)OCO2 ?
bIAP inh: 1; TNAP act hi DEA: 1; bIAP act: 1; Efa HMGR inh: -10; PPARg SRC-3 ag: 8; TNAP inh noacc: 19; PPARg SRC-1 ag: 6; PPARg SRC2 recr: 8; SRC2 TRFRET art: 1514; TNAP inh hi DEA: -4

How did COc1ccc(N2C(S)=C(C#N)C(=O)NC2c2ccco2)cc1 (centres undefined) do in these assays?
bIAP inh: 16; TNAP act hi DEA: 1.1; bIAP act: 0.8; Efa HMGR inh: -1; PPARg SRC-3 ag: 2; TNAP inh noacc: -11; PPARg SRC-1 ag: 9; PPARg SRC2 recr: 1; SRC2 TRFRET art: 1613; TNAP inh hi DEA: -8

What do the screens show for `N#Cc1c(N)nc(-c2ccccc2)nc1-c1ccccc1`?
bIAP inh: 5; TNAP act hi DEA: 1; bIAP act: 0.9; Efa HMGR inh: 0; PPARg SRC-3 ag: -1; TNAP inh noacc: 7; PPARg SRC-1 ag: 0; PPARg SRC2 recr: 7; SRC2 TRFRET art: 1551; TNAP inh hi DEA: 0

Results for COc1ccc(-c2nc(SCc3ccccc3)n(S(C)(=O)=O)n2)cc1 ?
bIAP inh: 7; TNAP act hi DEA: 1; bIAP act: 0.9; Efa HMGR inh: -1; PPARg SRC-3 ag: -10; TNAP inh noacc: 62*; PPARg SRC-1 ag: -1; PPARg SRC2 recr: 5; SRC2 TRFRET art: 1512; TNAP inh hi DEA: 1

What do the screens show for `Cc1[nH]n(-c2ncc(-c3ccccc3)s2)c(=O)c1C(c1ccc(Cl)cc1)C(C#N)C#N` (centres undefined)?
bIAP inh: 4; TNAP act hi DEA: 0.9; bIAP act: 1; Efa HMGR inh: 2; PPARg SRC-3 ag: 7; TNAP inh noacc: -32; PPARg SRC-1 ag: 5; PPARg SRC2 recr: 9; SRC2 TRFRET art: 1666; TNAP inh hi DEA: 13

Results for Cn1c(=O)oc2cc(S(=O)(=O)N3CCN(C(=O)c4ccco4)CC3)ccc21 ?
PPARg SRC-3 ag: -11; PPARg SRC-1 ag: 0; PPARg SRC2 recr: -10; SRC2 TRFRET art: 1400

Results for NC(C(=O)O)C1CC(Cl)=NO1 (centres undefined) ?
bIAP inh: -14; TNAP act hi DEA: 1; bIAP act: 1.1; Efa HMGR inh: 0; PPARg SRC-3 ag: 0; TNAP inh noacc: -12; PPARg SRC-1 ag: 7; PPARg SRC2 recr: 0; SRC2 TRFRET art: 1499; TNAP inh hi DEA: -4

Reprinted from the part before: two compounds, followed by the next part.
Results for Cn1c(=O)oc2cc(S(=O)(=O)N3CCN(C(=O)c4ccco4)CC3)ccc21 ?
PPARg SRC-3 ag: -11; PPARg SRC-1 ag: 0; PPARg SRC2 recr: -10; SRC2 TRFRET art: 1400

Results for NC(C(=O)O)C1CC(Cl)=NO1 (centres undefined) ?
bIAP inh: -14; TNAP act hi DEA: 1; bIAP act: 1.1; Efa HMGR inh: 0; PPARg SRC-3 ag: 0; TNAP inh noacc: -12; PPARg SRC-1 ag: 7; PPARg SRC2 recr: 0; SRC2 TRFRET art: 1499; TNAP inh hi DEA: -4

Results for O=C(CN(C1CCCCC1)S(=O)(=O)c1ccc(Cl)cc1)NCCCO ?
bIAP inh: -6; TNAP act hi DEA: 1.1; bIAP act: 1.1; Efa HMGR inh: -1; PPARg SRC-3 ag: -3; TNAP inh noacc: -11; PPARg SRC-1 ag: 4; PPARg SRC2 recr: 3; SRC2 TRFRET art: 1498; TNAP inh hi DEA: -6

What do the screens show for `CCCc1[nH]c(=O)c(C#N)c2c1CCCC2`?
bIAP inh: 5; TNAP act hi DEA: 1; bIAP act: 1; Efa HMGR inh: 1; PPARg SRC-3 ag: -3; TNAP inh noacc: -9; PPARg SRC-1 ag: -1; PPARg SRC2 recr: -5; SRC2 TRFRET art: 1293; TNAP inh hi DEA: -2

How did CCOc1ncccc1C(=O)N1CCN(S(=O)(=O)c2ccc(Br)cc2Cl)CC1 do in these assays?
bIAP inh: 21; TNAP act hi DEA: 1; bIAP act: 0.8; Efa HMGR inh: -4; PPARg SRC-3 ag: 4; TNAP inh noacc: -4; PPARg SRC-1 ag: 8; PPARg SRC2 recr: 7; SRC2 TRFRET art: 1741; TNAP inh hi DEA: -2

What do the screens show for `COc1ccc(C(=O)NCC(=O)OCC(=O)NC2CCCC2)cc1`?
bIAP inh: 2; TNAP act hi DEA: 1.1; bIAP act: 1; Efa HMGR inh: -4; PPARg SRC-3 ag: 4; TNAP inh noacc: -13; PPARg SRC-1 ag: 8; PPARg SRC2 recr: 4; SRC2 TRFRET art: 1598; TNAP inh hi DEA: -7

What do the screens show for `Cc1cccc(C)c1OCc1n[nH]c(=S)n1-c1ccccc1`?
bIAP inh: -4; TNAP act hi DEA: 1; bIAP act: 1; Efa HMGR inh: -2; PPARg SRC-3 ag: 2; TNAP inh noacc: -16; PPARg SRC-1 ag: 1; PPARg SRC2 recr: -7; SRC2 TRFRET art: 1343; TNAP inh hi DEA: 2

Results for CCCCN(CC)CCNC(=O)c1[nH]c(C)c(C(C)=O)c1C ?
bIAP inh: 10; TNAP act hi DEA: 0.9; bIAP act: 0.9; Efa HMGR inh: -3; PPARg SRC-3 ag: -14; TNAP inh noacc: -22; PPARg SRC-1 ag: 6; PPARg SRC2 recr: -4; SRC2 TRFRET art: 1510; TNAP inh hi DEA: 6

What do the screens show for `CCOC(=O)c1c(C)[nH]c(C)c1C(=O)CSc1nnnn1-c1ccccc1`?
bIAP inh: 21; TNAP act hi DEA: 1.1; bIAP act: 0.8; Efa HMGR inh: -5; PPARg SRC-3 ag: 2; TNAP inh noacc: -12; PPARg SRC-1 ag: 3; PPARg SRC2 recr: 6; SRC2 TRFRET art: 1468; TNAP inh hi DEA: -7

Results for C=CCc1cccc(C=Nc2cc(Br)ccc2O)c1O ?
bIAP inh: -2; TNAP act hi DEA: 1; bIAP act: 1; Efa HMGR inh: -1; PPARg SRC-3 ag: -4; TNAP inh noacc: 3; PPARg SRC-1 ag: 1; PPARg SRC2 recr: 1; SRC2 TRFRET art: 1476; TNAP inh hi DEA: 3

Results for COc1ccc(S(=O)(=O)NC(CC(=O)NC2CCCC2)c2ccco2)cc1 (centres undefined) ?
bIAP inh: -9; TNAP act hi DEA: 1; bIAP act: 1.1; Efa HMGR inh: -4; PPARg SRC-3 ag: -8; TNAP inh noacc: -8; PPARg SRC-1 ag: -8; PPARg SRC2 recr: 1; SRC2 TRFRET art: 1480; TNAP inh hi DEA: -4

How did Cc1cccc(N/N=C(\C#N)S(=O)(=O)C(C)(C)C)c1 do in these assays?
bIAP inh: -16; TNAP act hi DEA: 1; bIAP act: 1.2; Efa HMGR inh: 17*; PPARg SRC-3 ag: 3; TNAP inh noacc: 2; PPARg SRC-1 ag: -2; PPARg SRC2 recr: 3; SRC2 TRFRET art: 1640; TNAP inh hi DEA: 3

Results for COC(=O)c1ccc(COc2ccccc2/C=N/Nc2cccc(C(=O)O)c2)cc1 ?
bIAP inh: -4; TNAP act hi DEA: 1.1; bIAP act: 1; Efa HMGR inh: -3; PPARg SRC-3 ag: 8; TNAP inh noacc: -16; PPARg SRC-1 ag: 8; PPARg SRC2 recr: 3; SRC2 TRFRET art: 1670; TNAP inh hi DEA: -8

Results for Cc1cc(=O)c2cc(Br)ccc2[nH]1 ?
bIAP inh: 0; TNAP act hi DEA: 1.1; bIAP act: 1; Efa HMGR inh: -6; PPARg SRC-3 ag: 4; TNAP inh noacc: -5; PPARg SRC-1 ag: 7; PPARg SRC2 recr: 9; SRC2 TRFRET art: 1578; TNAP inh hi DEA: -5

How did CCOCCCn1cnc2c(c1=O)c1nc3ccccc3nc1n2-c1ccc(C)cc1 do in these assays?
bIAP inh: -1; TNAP act hi DEA: 1; bIAP act: 1; Efa HMGR inh: -4; PPARg SRC-3 ag: -5; TNAP inh noacc: -6; PPARg SRC-1 ag: -4; PPARg SRC2 recr: 9; SRC2 TRFRET art: 1714; TNAP inh hi DEA: -2

What do the screens show for `CN(C)S(=O)(=O)c1ccc(C(=O)NCc2ccccc2)cc1`?
bIAP inh: 38; TNAP act hi DEA: 1; bIAP act: 0.6; Efa HMGR inh: 1; PPARg SRC-3 ag: 7; TNAP inh noacc: -3; PPARg SRC-1 ag: 2; PPARg SRC2 recr: -5; SRC2 TRFRET art: 1556; TNAP inh hi DEA: -5

Bioassay records deposited in PubChem BioAssay by several laboratories.
